KDM5B inh – blocks human KDM5B histone demethylase activity; KDM5B demethylase, FDH-coupled NADH fluorescence (FDH is formaldehyde dehydrogenase); Q9UGL1; Potency, µM (titrated, usually from 57.7 µM), for the others: at the top dose activity change, negative = inhibition, usual class: inhibitors; actives 2.6% (n = 220,000); active = well fitted inhibition curve with a large enough effect; inconclusive = small, poorly fitted or top-dose-only effect; inactive = no such curve, though single readings can be large or run the other way; also: 0% is about no effect; nearly all actives have a fitted effect of over 70% in size
Target sequence (Q9UGL1 whole entry, looked up): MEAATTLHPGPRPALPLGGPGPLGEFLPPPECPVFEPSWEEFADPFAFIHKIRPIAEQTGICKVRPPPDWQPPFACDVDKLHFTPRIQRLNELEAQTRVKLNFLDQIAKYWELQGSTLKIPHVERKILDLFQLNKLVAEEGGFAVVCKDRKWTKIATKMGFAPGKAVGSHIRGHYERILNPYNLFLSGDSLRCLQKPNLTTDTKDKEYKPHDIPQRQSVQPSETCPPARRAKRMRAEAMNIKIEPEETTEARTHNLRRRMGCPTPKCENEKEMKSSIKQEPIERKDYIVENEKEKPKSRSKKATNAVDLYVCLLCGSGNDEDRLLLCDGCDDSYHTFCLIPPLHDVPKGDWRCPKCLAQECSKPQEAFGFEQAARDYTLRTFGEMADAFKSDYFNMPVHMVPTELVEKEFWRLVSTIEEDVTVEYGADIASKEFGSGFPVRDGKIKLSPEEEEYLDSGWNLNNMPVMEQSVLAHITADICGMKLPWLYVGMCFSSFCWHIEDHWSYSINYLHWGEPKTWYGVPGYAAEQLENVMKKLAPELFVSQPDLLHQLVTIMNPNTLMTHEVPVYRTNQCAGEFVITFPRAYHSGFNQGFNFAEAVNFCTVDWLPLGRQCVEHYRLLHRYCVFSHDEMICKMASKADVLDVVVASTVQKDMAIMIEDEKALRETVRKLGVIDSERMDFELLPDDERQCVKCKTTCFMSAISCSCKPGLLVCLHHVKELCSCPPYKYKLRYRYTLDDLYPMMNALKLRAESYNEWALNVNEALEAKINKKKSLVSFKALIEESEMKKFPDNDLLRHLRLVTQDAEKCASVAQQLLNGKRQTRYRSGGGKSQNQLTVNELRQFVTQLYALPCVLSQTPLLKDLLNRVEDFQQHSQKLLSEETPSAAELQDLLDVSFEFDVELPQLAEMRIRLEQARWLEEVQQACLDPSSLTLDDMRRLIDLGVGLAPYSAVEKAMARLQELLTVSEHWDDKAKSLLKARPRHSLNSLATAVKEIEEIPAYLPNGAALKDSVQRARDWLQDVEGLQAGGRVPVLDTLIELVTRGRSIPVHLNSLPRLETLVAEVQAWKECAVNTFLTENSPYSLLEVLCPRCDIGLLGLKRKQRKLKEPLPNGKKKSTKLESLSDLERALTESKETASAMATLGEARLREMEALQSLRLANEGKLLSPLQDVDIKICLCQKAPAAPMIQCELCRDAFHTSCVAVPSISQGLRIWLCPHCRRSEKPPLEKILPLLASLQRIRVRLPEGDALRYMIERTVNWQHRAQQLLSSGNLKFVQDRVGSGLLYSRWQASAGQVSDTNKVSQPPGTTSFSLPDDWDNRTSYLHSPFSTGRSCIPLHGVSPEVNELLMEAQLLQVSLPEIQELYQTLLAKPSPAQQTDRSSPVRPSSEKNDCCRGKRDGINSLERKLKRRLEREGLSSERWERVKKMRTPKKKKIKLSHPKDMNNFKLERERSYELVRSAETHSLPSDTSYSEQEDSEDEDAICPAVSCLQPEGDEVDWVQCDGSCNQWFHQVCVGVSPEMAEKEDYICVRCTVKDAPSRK
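qHTS format, multiple compound concentrations. Buffer 50 mM HEPES pH 7.5/0.01% Tween-20; 200 nM KDM5BΔAP final; 10 min compound preincubation; substrate-mix levels 12.5 µM peptide, 25 µM α-KG, 0.25 mM NAD⁺; 30 min RT; ΔRFU.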
* marks the source's active call; other numbers are inactive results; i = inactive; u = inconclusive; & = joins results of further samples; [ ] = remark or other dose. Potency is read from the fitted curve at half-maximal effect. A portion of the library; the hit share may differ from the screen's.

The first five records, to show the layout:
molecule	KDM5B inh
C=C(C)CCC(C)N1CCC(N2CCC(C(=O)NCc3ccccn3)CC2)CC1 (stereo unspecified)	-29%
CN(C)c1ccc(N2C(=O)CC(c3ccccc3)CC2=O)cc1	28%
O=C(NC(=S)Nc1ccccc1Br)C1CCCC1	-12%
COCCNC(=S)Nc1ccc(N2CCOCC2)c(S(=O)(=O)Nc2ccccc2OC)c1	u
Cc1ccc(C2C(C#N)=C(N)OC3=C2C(=O)CCC3)cc1 (stereo unspecified)	23%

The list itself, previewed entries included:
molecule	KDM5B inh
C=C(C)CCC(C)N1CCC(N2CCC(C(=O)NCc3ccccn3)CC2)CC1 (stereo unspecified)	-29%
CN(C)c1ccc(N2C(=O)CC(c3ccccc3)CC2=O)cc1	28%
O=C(NC(=S)Nc1ccccc1Br)C1CCCC1	-12%
COCCNC(=S)Nc1ccc(N2CCOCC2)c(S(=O)(=O)Nc2ccccc2OC)c1	u
Cc1ccc(C2C(C#N)=C(N)OC3=C2C(=O)CCC3)cc1 (stereo unspecified)	23%
CCc1nnsc1C(=O)NCC(C)(C)c1ccc(Br)cc1	-3%
CC(=O)N1CCc2cc(S(=O)(=O)NCCCC(=O)N3CCC(CCOc4ccccc4)C3)ccc21 (stereo unspecified)	13%
Cc1nn(CCCC(=O)NCCc2ccc(Cl)cc2)c(=O)c2c1sc1ccccc12	-20%
Cc1nn(-c2ccc(C(C)(C)C)cc2)c(C)c1[C@@H]1C=C[C@@H](NC(=O)c2ccc(N(C)C)cc2)C1	u
CNC(=O)[C@H]1C[C@H](Oc2ccccc2)CN1C(=O)Nc1ccc2c(c1)OCCO2	24%
Cc1ccc(CN2CCCCCCNC(=O)CC2)s1	-30%
O=C(/C=C/c1ccsc1)c1ccccc1	-6%
Cc1cc(Cl)ccc1-c1ccc(CNC2CN(C(=O)OC(C)(C)C)C2)cc1	u
c1ccc(-c2cc(NC3CCCC3)nc3ccccc23)cc1	21%
Cc1ccsc1CNC(C(N)=O)c1ccccc1 (stereo unspecified)	30%
O=C(NCc1ccc2c(c1)OCO2)c1n[nH]nc1Nc1ccc(OCc2ccccc2)cc1	5%
Cc1ccn(CCNC(=O)C2CCC(=O)N(Cc3ccc(Cl)cc3)C2)n1 (stereo unspecified)	-11%
Cn1cccc1CN1CCC(C2CCN(S(C)(=O)=O)CC2)C1 (stereo unspecified)	-27%
O=C(NC1CC1)[C@@H]1C[C@H](Oc2cccnc2)CN1C(=O)C1CCC1	-15%
CC(=O)N1CCC(C(=O)N2CCCN(S(=O)(=O)c3ccccc3)CCC(=O)NCC2)CC1	15%
CC(=O)N1CCN(C(=O)C2CCCN(c3nc4ncccc4o3)C2)CC1 (stereo unspecified)	u
CCOC(=O)C(CC)Oc1ccc2c(=O)c(Oc3ccccc3Br)coc2c1 (stereo unspecified)	3%
O=C(Nc1ccc(F)cc1)c1ccc2cncn2c1	u
COc1cc(NC(=O)CCc2c[nH]c3ccccc23)cc(OC)c1OC	4%
COc1ccc(F)cc1S(=O)(=O)N[C@@H]1CN(C)C[C@H]1CN(C)C	u
O=C(CSc1nc(N2CCOCC2)nc(N2CCOCC2)n1)Nc1cccc(C(F)(F)F)c1	-2%
C=C(C)CN(CC)Cc1ccc(=O)n(CCOC)c1	u
CN(Cc1ccc(F)cc1)C1CCOc2ccccc21 (stereo unspecified)	8%[86.2 µM]
Cc1cccc(CNC(=O)c2c(C)noc2-c2ccc3c(c2)OCO3)c1	32µM*
C=C(Cl)CN1CCC(C(=O)NCCc2ccccc2F)CC1	11%
O=C(Oc1ccc2cc(-c3ccccc3)c(=O)oc2c1)N1CCOCC1	i
CCC(CC)c1nnc(NC(=O)COc2ccc3c(C)cc(=O)oc3c2)s1	8%
Cc1cccc(N2CCN(C(=O)CN3CC4(CCCCC4)CC3=O)CC2)n1	32µM*
COc1cccc(C2c3c(-c4ccccc4O)n[nH]c3C(=O)N2Cc2ccco2)c1 (stereo unspecified)	-4%
Cc1ccc(C(=O)NC(C(=O)N2CCCC2)C2CCN(C(=O)c3ccc(F)cc3)CC2)cc1 (stereo unspecified)	0%
CCOc1ccc(NC(=O)Cn2cc(C(=O)c3ccc(C)c(C)c3)c(=O)c3cc(OC)c(OC)cc32)cc1	-36%

O=C(c1cc(Cl)ccc1F)N1CCC(n2cc(-c3nc(-c4ccccc4)no3)nn2)C1 (stereo unspecified)
  KDM5B inh = -3%
COc1ccccc1CNC(=O)c1ccc(N(C)S(=O)(=O)c2ccc(C)cc2)cc1
  KDM5B inh = -4%
COc1ccc2c(c1)Cc1sc(NC(=O)c3ccccc3Cl)nc1-2
  KDM5B inh = u
CC1(C(=O)O)CCN(C(=O)Cc2ccccc2)CC1
  KDM5B inh = -5%[149 µM]
CCn1c(C2CCCNC2)nn(Cc2ccc(C(=O)NC)o2)c1=O (stereo unspecified)
  KDM5B inh = u
COc1ccc(C(C)NC(=O)c2cc(NC(C)=O)cc3nc(C)ccc23)cc1 (stereo unspecified)
  KDM5B inh = u
O=C(OCCOc1cccc(Cl)c1)c1ccccc1C(=O)c1ccccc1
  KDM5B inh = 16%
Cc1cc(=O)n(CC(=O)NC(C)C)c(N2CCc3ccccc3C2)n1
  KDM5B inh = 6%
O=C(c1cnccn1)N1CCC2(CC1)CC(N(Cc1ccc(F)cc1)C1CC1)CCO2 (stereo unspecified)
  KDM5B inh = -14%
Cn1c(=O)n(CC(=O)N2CCCC2)c(=O)c2cc(S(=O)(=O)Nc3cccc(Cl)c3)ccc21
  KDM5B inh = 13%

COc1ccc(NC(=O)C(C)n2nnc3sc(-c4ccccc4)cc3c2=O)cc1Cl (stereo unspecified)
  KDM5B inh = u
CCOc1ccc2[nH]cc(-c3csc(N)n3)c2c1
  KDM5B inh = -29%
Cc1cccc(CSc2cn(CC(=O)N3CCOCC3)c3ccccc23)c1
  KDM5B inh = -30%
CNC(=O)[C@@H]1CN(C(=O)c2occc2C)C[C@H]1COC
  KDM5B inh = 31%
COc1ccc(N2CCN(C(=O)CN3C(=O)NC4(CCCCCC4)C3=O)CC2)cc1
  KDM5B inh = -2%
O=C(OCc1ccccc1)N1CCOCC12CCN(Cc1cccs1)CC2
  KDM5B inh = -31%[86.2 µM]
CS(=O)(=O)c1ccc(C(=O)N2CCCC(c3nc4ccccc4[nH]3)C2)cc1 (stereo unspecified)
  KDM5B inh = 10%
O=C(Cn1cc(S(=O)(=O)Cc2ccccc2F)c2ccccc21)NCc1ccccc1
  KDM5B inh = -5%
Cc1cc(C(F)(F)F)n2ncc(C(=O)N3C[C@@H](C)[C@](O)(C4CCC4)C3)c2n1
  KDM5B inh = -8%
CCc1nn2c(=O)cc(CN(CC)C3CCCC3)nc2s1
  KDM5B inh = -2%

COc1ccc(OC)c(CCNC(=O)CS(=O)(=O)Cc2nc(-c3cccc(Cl)c3)oc2C)c1
  KDM5B inh = -10%&-12%
COc1ccccc1CNC(=O)c1ccc2cn[nH]c2c1
  KDM5B inh = 7%
O=C(Cc1ccccc1)NCC(=O)N/N=C/c1ccc([N+](=O)[O-])s1
  KDM5B inh = -20%
CCc1ccc2c(CN3C(=O)C(=O)N(CC(C)C)C3=O)cc(=O)oc2c1
  KDM5B inh = 10%
Cc1cc(C(=O)NCc2ccc(F)cc2)c2ccccc2n1
  KDM5B inh = -9%&-11%
CCCc1c(C)nc2ncnn2c1Nc1ccccc1
  KDM5B inh = 2%
CCC1CN(C(=O)c2cnn(-c3ccccc3F)c2C(F)(F)F)CCO1 (stereo unspecified)
  KDM5B inh = 1%
COc1ccccc1/C=C/c1nc(C#N)c(N2CCN(c3ccccc3)CC2)o1
  KDM5B inh = -152%
COc1ccccc1N1CCN(S(=O)(=O)c2c(C)sc3ncn(CC(=O)Nc4cccc(Cl)c4)c(=O)c23)CC1
  KDM5B inh = -30%
CCCC(=O)Nc1c(C(=O)OCC)[nH]c2ccc(F)cc12
  KDM5B inh = u

COc1cc(C2C3=C(CCCC3=O)Nc3c(C#N)cnn32)ccc1O (stereo unspecified)
  KDM5B inh = u
CC(=O)Nc1ccc(CN2CC3(C2)C(=O)N(Cc2cccc(Cl)c2)C(=O)[C@@H]2C[C@@H](O)CN23)cc1
  KDM5B inh = -7%
CCCC1CCC(c2ccc(OC(=O)c3cccs3)cc2)CC1 (stereo unspecified)
  KDM5B inh = -3%
CC(C)c1cc(-c2nc(-c3cccc(Cl)c3)no2)n[nH]1
  KDM5B inh = -1%
O=C(NCc1ccc(F)cc1)c1cc(C2CC2)nc2onc(C3CCCNC3)c12 (stereo unspecified)
  KDM5B inh = -14%[115 µM]
COc1ccc(-c2cc(C)no2)cc1S(=O)(=O)NC(C)C
  KDM5B inh = -11%
Cc1ccc(NC(=O)CN2C(=O)CC(c3ccc(F)cc3)=Nc3ccccc32)cc1F
  KDM5B inh = -8%
CC1CCCCN1S(=O)(=O)c1ccc2c(c1)c(=O)n(CC(=O)N1CCCCCC1)c(=O)n2C (stereo unspecified)
  KDM5B inh = -11%
CC(C)CNC(=O)CN1CCN(C(=O)c2cc3ccccc3[nH]2)CC1
  KDM5B inh = -10%
O=C(Nc1nc2c(F)cc(F)cc2s1)c1ccc2c(c1)OCCO2
  KDM5B inh = 9%

COc1cccc(CN2Cc3cc(NC(=O)c4ccc([N+](=O)[O-])cc4)ccc3OCC2=O)c1OC
  KDM5B inh = -9%
CCS(=O)(=O)Nc1ccc(C(=O)N2CCC3(CCCN(C)C3=O)C2)cc1 (stereo unspecified)
  KDM5B inh = 5%
Cc1c(Cl)cccc1NC(=O)Cn1c(=O)n(Cc2nc(-c3ccccc3)no2)c(=O)c2cc3c(cc21)OCO3
  KDM5B inh = u
COc1ccccc1C(C)N(C)C(=O)CCc1ncc(-c2ccc(F)cc2)o1 (stereo unspecified)
  KDM5B inh = 1%
CCN(CC)Cc1cnc2c(C(=O)NC3CCC(O)CC3)cnn2c1 (stereo unspecified)
  KDM5B inh = u
CSc1ccc(NC(=O)Cc2cc(Cl)c3c(c2)OCCCO3)cc1
  KDM5B inh = 8%
O=C(CSc1nccn1Cc1ccccc1Cl)Nc1cccc(F)c1
  KDM5B inh = 13%
CCc1ccc(C(=O)Nc2ccc(Cl)cc2)cc1S(=O)(=O)N1CCOCC1
  KDM5B inh = 9%
Cc1nnnn1CCC(=O)NCC1CCN(c2cnn(C)c(=O)c2)C1 (stereo unspecified)
  KDM5B inh = 17%
CCOc1ccc2c(=O)c(Oc3ccccc3)c(C)oc2c1
  KDM5B inh = 28%

COc1ccccc1CC(=O)N1CCCc2ncc(C(=O)Nc3cccc(Cl)c3)cc21
  KDM5B inh = u
COc1cccc(NC(=O)c2cc3c(=O)n4cccc(C)c4nc3n2Cc2ccccc2)c1
  KDM5B inh = 17%
Cc1ccc(C2=NC3(CCN(C(=O)c4cccc5[nH]ccc45)CC3)ON2)cc1
  KDM5B inh = 32µM*
COc1ccc(S(=O)(=O)NCC(c2ccco2)N2CCN(c3ccccc3F)CC2)cc1OC (stereo unspecified)
  KDM5B inh = -1%
CCOc1ccc2nc(CN3CCN(Cc4ccsc4)C(CCO)C3)ccc2c1 (stereo unspecified)
  KDM5B inh = -27%
Cc1ccc(/C=N/NC(=O)c2ccc(-c3ccccc3)cc2)c(C)c1
  KDM5B inh = -18%
CSc1ccc(NC(=O)c2ccc3c(c2)N(C)C2CCCCN2C3=O)cc1 (stereo unspecified)
  KDM5B inh = u
O=c1c2nc(-c3ccoc3)ccc2ncn1-c1ccccc1
  KDM5B inh = u
O=C(Nc1cccc(C(F)(F)F)c1)C1CCN(S(=O)(=O)c2cccs2)CC1
  KDM5B inh = 6%
O=C(C1CCC1)N1CCc2cc(S(=O)(=O)NCc3ccc(F)cc3)ccc21
  KDM5B inh = -8%

Part of the list above, with the structure last.
KDM5B inh,smiles
-29%,C=C(C)CCC(C)N1CCC(N2CCC(C(=O)NCc3ccccn3)CC2)CC1 (stereo unspecified)
28%,CN(C)c1ccc(N2C(=O)CC(c3ccccc3)CC2=O)cc1
-12%,O=C(NC(=S)Nc1ccccc1Br)C1CCCC1
u,COCCNC(=S)Nc1ccc(N2CCOCC2)c(S(=O)(=O)Nc2ccccc2OC)c1
23%,Cc1ccc(C2C(C#N)=C(N)OC3=C2C(=O)CCC3)cc1 (stereo unspecified)
-3%,CCc1nnsc1C(=O)NCC(C)(C)c1ccc(Br)cc1
13%,CC(=O)N1CCc2cc(S(=O)(=O)NCCCC(=O)N3CCC(CCOc4ccccc4)C3)ccc21 (stereo unspecified)
-20%,Cc1nn(CCCC(=O)NCCc2ccc(Cl)cc2)c(=O)c2c1sc1ccccc12
u,Cc1nn(-c2ccc(C(C)(C)C)cc2)c(C)c1[C@@H]1C=C[C@@H](NC(=O)c2ccc(N(C)C)cc2)C1
24%,CNC(=O)[C@H]1C[C@H](Oc2ccccc2)CN1C(=O)Nc1ccc2c(c1)OCCO2
-30%,Cc1ccc(CN2CCCCCCNC(=O)CC2)s1
-6%,O=C(/C=C/c1ccsc1)c1ccccc1
u,Cc1cc(Cl)ccc1-c1ccc(CNC2CN(C(=O)OC(C)(C)C)C2)cc1
21%,c1ccc(-c2cc(NC3CCCC3)nc3ccccc23)cc1
30%,Cc1ccsc1CNC(C(N)=O)c1ccccc1 (stereo unspecified)
5%,O=C(NCc1ccc2c(c1)OCO2)c1n[nH]nc1Nc1ccc(OCc2ccccc2)cc1
-11%,Cc1ccn(CCNC(=O)C2CCC(=O)N(Cc3ccc(Cl)cc3)C2)n1 (stereo unspecified)
-27%,Cn1cccc1CN1CCC(C2CCN(S(C)(=O)=O)CC2)C1 (stereo unspecified)
-15%,O=C(NC1CC1)[C@@H]1C[C@H](Oc2cccnc2)CN1C(=O)C1CCC1
15%,CC(=O)N1CCC(C(=O)N2CCCN(S(=O)(=O)c3ccccc3)CCC(=O)NCC2)CC1
u,CC(=O)N1CCN(C(=O)C2CCCN(c3nc4ncccc4o3)C2)CC1 (stereo unspecified)

Source: PubChem BioAssay
